Bioassay records deposited in PubChem by National Center for Advancing Translational Sciences (NCATS).
D2 antagonist = antagonizes the human D2 dopamine receptor. HEK293 TREx D2 cells, calcium flux, dopamine EC80. inhibition, % at 10 µM. P14416. 2% of 340,000 active; in the data active = inhibition above about 30%; also: 0% is about no effect
Target sequence (P14416 whole entry, looked up): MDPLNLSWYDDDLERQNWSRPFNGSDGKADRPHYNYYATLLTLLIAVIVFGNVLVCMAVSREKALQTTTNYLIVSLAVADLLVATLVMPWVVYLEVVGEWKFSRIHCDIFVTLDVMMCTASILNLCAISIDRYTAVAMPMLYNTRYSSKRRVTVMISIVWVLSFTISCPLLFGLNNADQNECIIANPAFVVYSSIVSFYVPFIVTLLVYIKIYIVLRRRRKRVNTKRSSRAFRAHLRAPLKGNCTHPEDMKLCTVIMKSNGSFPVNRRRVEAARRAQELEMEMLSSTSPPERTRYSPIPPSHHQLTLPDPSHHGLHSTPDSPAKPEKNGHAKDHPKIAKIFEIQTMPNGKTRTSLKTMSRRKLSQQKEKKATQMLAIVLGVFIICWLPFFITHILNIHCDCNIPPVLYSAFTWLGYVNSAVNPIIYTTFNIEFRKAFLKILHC
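Measurement of antagonist activity uses fluorescent calcium dye in inducible HEK293 T-REx D2 cells: 10 s baseline, compound addition with 180 s read, EC80 dopamine addition with a further 180 s read.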
TRHR enhancer = allosterically enhances the human TRH receptor; TRHR cells, fluo-8 calcium fluorescence, EC20 TRH enhancement; AID 493056; enhancement, % at 2 µM; 0.66% of 360,000 active; P34981; in the data active = enhancement above about 30%; also: 0% is about no effect
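TRHR-expressing cells loaded with fluo-8 calcium dye were read kinetically (ex 480/em 530) during compound addition, then stimulated with an EC20 of TRH (10 nM final). Enhancement of the Gq-mediated intracellular calcium response was scored.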
USP1 inh = USP1/UAF1 (human) deubiquitinase inhibition. O94782. Potency, µM (doses to about 57.1 µM), for inactives: at the top dose activity change, negative = inhibition, hits mostly inhibitors. 0.23% of 390,000 active. recombinant USP1/UAF1, Ub-Rhodamine cleavage fluorescence; also: potency is read from the fitted curve at half-maximal effect; % is scaled to controls: 0 for no effect and ±100 for the full control effect; nearly all actives have a fitted effect of over 60% in size; inactives centre near -12
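USP1/UAF1 complex at 1 nM was preincubated with compound for 15 min at room temperature, then Ub-Rho substrate (150nM final) was added. Fluorescence (480/540 nm) was read kinetically, 6 reads every 60 seconds.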
mIDH1 inhibitor = blocks human mutant IDH1 R132H enzyme | IDH1-R132H enzyme, NADPH consumption, diaphorase/resazurin fluorescence | Potency, µM (doses to about 76.6 µM), for the others: top-dose activity change, negative = inhibition, most hits filed as inhibitors | 0.093% of 390,000 active | AID 602179; also: potency is read from the fitted curve at half-maximal effect; % is scaled to controls: 0 for no effect and ±100 for the full control effect; nearly all actives have a fitted effect of over 65% in size
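IDH1-R132H (0.5 ug/mL dispensed) in pH 7.5 Tris buffer was preincubated 30 min with compound, then given a substrate mix of 0.016 mM NADPH and 2 mM alpha-KG for 80 min at room temperature; remaining NADPH was read by diaphorase/resazurin fluorescence.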
D2 agonist = D2 dopamine receptor (human) agonism; P14416; AID 485358; activation, % at 2 µM; 0.53% of 340,000 active; HEK293 T-REx D2 cells, calcium flux agonist mode;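 active = activation over 3 SD above normal in the single-dose calcium agonist read, cut at about 30% in these data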; also: 0% is about no effect
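Calcium-flux readout, 1 cycle/sec over 180 s following compound pin transfer, in inducible HEK293 Trex D2 cells (force-coupled); dopamine controls included. Positive calcium responses during this window marked compounds as potential agonists.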
TrxR1 substrate = rat thioredoxin reductase 1 substrate activity. Potency, µM (doses to about 114 µM), for inactives: at the highest dose activity change, negative = substrate turnover. 0.01% of 390,000 active. purified TrxR1 substrate turnover, NADPH consumption readout; also: potency is read from the fitted curve at half-maximal effect; % is scaled to controls: 0 for no effect and ±100 for the full control effect; nearly all actives have a fitted effect of over 50% in size
Target sequence (O89049 whole entry, looked up): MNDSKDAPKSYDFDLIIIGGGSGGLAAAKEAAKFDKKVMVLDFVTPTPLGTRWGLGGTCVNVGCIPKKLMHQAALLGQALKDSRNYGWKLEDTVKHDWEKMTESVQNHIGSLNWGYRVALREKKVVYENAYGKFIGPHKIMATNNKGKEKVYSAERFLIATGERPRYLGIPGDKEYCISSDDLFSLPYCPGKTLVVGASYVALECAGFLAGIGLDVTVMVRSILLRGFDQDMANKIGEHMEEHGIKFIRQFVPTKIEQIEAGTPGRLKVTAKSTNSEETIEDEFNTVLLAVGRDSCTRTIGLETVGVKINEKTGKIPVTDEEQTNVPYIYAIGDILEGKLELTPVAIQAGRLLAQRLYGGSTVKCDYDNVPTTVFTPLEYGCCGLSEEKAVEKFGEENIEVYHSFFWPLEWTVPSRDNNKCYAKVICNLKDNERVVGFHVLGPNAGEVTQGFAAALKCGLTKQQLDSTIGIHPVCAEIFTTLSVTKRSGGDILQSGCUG
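Rat TrxR1, dispensed at 90 nM, was prereduced with 400 uM NADPH (final) for 5 min at ~22 deg C, then incubated with compound 15 min before 400 uM selenite. A first-read NADPH fluorescence drop versus no-compound background flagged substrates.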
Pin1 inh = blocks the human prolyl isomerase Pin1; Potency, µM (series often up to 115 µM), inactives show top-dose activity, negative = inhibition, hits mostly inhibitors; AID 504891; Pin1 FP peptide displacement, HiFluor488, 10 min; Q13526; 0.009% of 390,000 active; active = well fitted inhibition curve with a large enough effect in the polarisation, with a control signal flat, not every such curve was filed as active; inconclusive = small, poorly fitted or top-dose-only effect, or effect the other way, or a change in a side signal; inactive = no such curve, though single readings can be large or run the other way; the % refers to the polarisation; also: potency is read from the fitted curve at half-maximal effect; % is scaled to controls: 0 for no effect and ±100 for the full control effect
TrxR1 inh = blocks rat thioredoxin reductase 1. recombinant rTrxR1, NADPH fluorescence consumption, selenite substrate. 1% of 390,000 active. O89049. AID 588453. Potency, µM (titrated, usually from 114 µM), for inactives: at the highest dose activity change, negative = inhibition, actives largely listed as inhibitors; also: potency is read from the fitted curve at half-maximal effect; % is scaled to controls: 0 for no effect and ±100 for the full control effect; nearly all actives have a fitted effect of over 65% in size
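Rat TrxR1 (90 nM in the dispensed reagent) was pre-reduced with 400 uM NADPH for 5 min at room temperature, then incubated with compound for 15 min. After 400 uM selenite was added, NADPH fluorescence (Ex 340/Em 450 nm) was followed for 8 min.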
TRHR agonist = agonists of human TRH receptor. activation, % at 2 µM. P34981. 0.18% of 360,000 active. TRHR cells, calcium flux fluo-8, FDSS agonist mode. AID 493084; in the data active = activation above about 30%; also: 0% is about no effect
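Agonist-mode FDSS calcium read (Ex 480/Em 530, 1 s cycles) in 1536-well TRHR cells with fluo-8 dye, after 10-cycle baseline and 23 nL compound addition; TRH at EC20 (10 nM final) added afterwards for the enhancer phase.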
* marks the source's active call; other numbers are inactive results; u = inconclusive; x = no result given; [ ] = remark or other dose. Unless noted, calls follow the shape of the dose curve; as a rule, active = well fitted inhibition curve with a large enough effect; inconclusive = small, poorly fitted or top-dose-only effect; inactive = no such curve, though single readings can be large or run the other way. A portion of the library; count on the stated rates, not on these rows.

SMILES	D2 antagonist	TRHR enhancer	USP1 inh	mIDH1 inhibitor	D2 agonist	TrxR1 substrate	Pin1 inh	TrxR1 inh	TRHR agonist
COc1cccc(C2NC(CC(C)C)(C(=O)O)C3C(=O)N(Cc4ccccc4)C(=O)C23)c1O (centres undefined)	13.8	-1.2	-8.8%	9.6%	0.1	2.7%	-1.3%	2.4%	0.2
Cc1ccc(CN(c2ccc(C(=O)NCc3cccnc3)cc2)S(C)(=O)=O)cc1	11.5	-4.3	3.9%	2.5%	0.3	4.0%	0.4%	18.2%	0.2
Cc1ccc2nc(C)cc(C(=O)OCC(=O)Nc3c(C)n(C)n(-c4ccccc4)c3=O)c2c1	2.7	-8.2	-8.8%	-8.6%	0.5	2.5%[57.1 µM]	2.9%	7.4%[57.1 µM]	-1.5
Cc1[nH]c2ccc(OCc3ccccc3)cc2c1CCN1C(=O)OC(C)(C)C1(C)O (centres undefined)	-21.9	2.6	-3.3%	-7.3%	0.2	-0.5%[57.1 µM]	-5.6%	-4.1%[57.1 µM]	0.1
N/C(=N\OS(=O)(=O)c1ccccc1)c1ccncc1	0.5	1.8	2.6%	-2.0%	-0.5	4.0%	-6.0%	3.8%	-0.1
CC(C)=C(NC(=O)c1ccccc1)C(=O)Nc1ccc(C(=O)O)cc1	2.2	0.3	-27.8%	-4.0%	0.7	9.2%[57.1 µM]	-2.5%	22.2%[57.1 µM]	0.4
O=C(NCc1ccccc1Cl)c1nnc(Cc2cccc(F)c2)o1	x	-8.0	-8.7%	2.4%	1.1	-1.6%	1.2%	23.5%	0.4
CC(=O)NC1C(=O)Nc2c(C)cc(C)cc21 (centres undefined)	7.3	-1.3	7.9%	9.1%	1.1	-17.3%	-15.4%	-14.6%	-0.1
Cc1ccc(C)c(N2N=C(C(=O)OCc3nnc(-c4ccccc4)o3)CCC2=O)c1	-15.1	-1.7	-25.2%	2.2%	-0.6	-0.3%	-7.1%	6.7%	-0.3
O=S(=O)(c1ccc2nc(Nc3cccc(F)c3)ccc2c1)N1CCCC1	x	-3.0	-21.9%	0.5%	0.6	3.6%[57.1 µM]	u	6.6%[57.1 µM]	0.4
Cc1ccc(S(C)(=O)=O)cc1S(=O)(=O)Nc1ccccc1	-2.8	0.7	-3.7%	1.9%	-0.5	-8.0%	-0.9%	-14.6%	-0.2
Cc1ccc(NC(=O)C2CCN(S(=O)(=O)c3ccc4c(c3)NC(=O)C(C)S4)CC2)cc1C (centres undefined)	57.7*	-2.8	-16.3%	-3.7%	0.8	4.7%	55.4%[activator]	20.6%	0.1
CCOC(=O)c1ccc(N2CCOCC2)c(NC(=O)c2nccnc2C(=O)O)c1	-4.3	1.1	-19.2%	11.6%	1.1	-4.0%	-1.4%	11.0%	0.7
Cc1ccc(-n2nc3c(=O)n(CC(=O)NCCCc4ccccc4)nc(C)c3c2C)cc1	x	-5.3	-6.6%	-5.7%	x	0.4%	8.3%	3.6%	-0.8
CCN(CC)C(=O)Cn1nc(C)c2ccccc2c1=O	3.0	-1.2	-18.0%	9.0%	0.8	2.6%[57.1 µM]	-0.2%	23.1%[57.1 µM]	0.4
COc1cc(C(CC(=O)NCCC(C)C)N2Cc3ccccc3C2=O)cc(OC)c1OC (centres undefined)	x	-2.0	-23.9%	7.5%	2.0	1.3%	0.1%	9.5%	-0.3
COc1ccc(-c2nc(CS(=O)CC(=O)NCCN3CCCCCC3)c(C)o2)cc1OC (centres undefined)	-7.5	4.4	-6.4%	0.0%	0.2	6.0%	-2.9%	-9.8%	1.3
CCCCN(C(=O)CSc1nnnn1C)c1c(N)n(Cc2ccccc2)c(=O)[nH]c1=O	3.6	-5.9	-1.3%	-3.6%	1.8	-1.9%	-2.1%	9.0%	-0.2
O=C(Cn1nc(-c2cccc([N+](=O)[O-])c2)c2ccccc2c1=O)NCC1CCCO1 (centres undefined)	4.1	-2.3	-18.1%	-7.7%	0.0	1.2%[57.1 µM]	-4.9%	11.3%[57.1 µM]	-1.3
O=C1/C(=C/c2ccco2)N=C(N2CCCCC2)N1c1ccccc1	-13.3	-1.9	-8.8%	2.3%	0.2	-12.5%	22.9%	70.8µM*	0.6
CCC(C(=O)Nc1nc(C)c(C(=O)OC)s1)c1ccccc1 (centres undefined)	-6.7	10.0	-9.7%	0.0%	-0.6	1.0%	0.3%	11.7%	-0.1
O=C(NS(=O)(=O)c1ccc(NC(=O)C2CCCO2)cc1)c1ccccc1 (centres undefined)	25.9	4.8	-7.6%	0.7%	0.4	5.7%	2.6%	7.6%	0.1
CCOC(=O)C1CCCN(c2c(N3CCN(C4CCCCC4)CC3)c(=O)c2=O)C1 (centres undefined)	-24.4	2.8	7.6%	0.4%	0.4	-11.6%	-4.5%	-2.5%	0.3
Cc1ccc(C)c(S(=O)(=O)N2CCN(CC(=O)Nc3ccc4c(c3)CCC4)CC2)c1	-2.4	5.0	-19.3%	-1.4%	-0.5	-12.9%	9.5%	-3.0%	0.1
Cc1ccc(S(=O)(=O)NOCc2ccccc2)cc1	x	x	-28.5%	3.2%	x	-8.1%	-5.9%	-0.8%	x
CCN(CC)CCCNC(=O)c1nn(C)c2c1CSc1ccccc1-2	x	-3.7	-8.0%	-15.0%	-0.3	2.4%	-3.1%	16.0%	-0.1
COc1cc(OC)c(CNC2CCCCCC2)cc1Br	48.7*	27.1	-2.4%	2.3%	-0.9	8.1%[57.1 µM]	-5.3%	4.7%[57.1 µM]	-0.5
O=C(NCCN1CCN(Cc2ccccc2)CC1)C1CC(=O)N(C2CCCC2)C1 (centres undefined)	5.4	5.8	-0.5%	-5.4%	-0.7	6.2%	-1.1%	19.6%	0.2
CC/C(=N/Nc1ccccc1Cl)c1cnnc(-c2ccccc2)n1	x	3.3	-7.7%	2.3%	x	-8.3%	-9.8%	1.7%	1.1
NC(=O)C[n+]1cccc(C(N)=O)c1	3.4	-7.1	4.5%	22.1%	1.1	4.7%[57.1 µM]	-2.5%	13.1%[57.1 µM]	0.4

Record cards, from the list above:
`CCN(CC)CCCNC(=O)c1nn(C)c2c1CSc1ccccc1-2` is listed with D2 antagonist: x; TRHR enhancer: -3.7; USP1 inh: -8.0%; mIDH1 inhibitor: -15.0%; D2 agonist: -0.3; TrxR1 substrate: 2.4%; Pin1 inh: -3.1%; TrxR1 inh: 16.0%; TRHR agonist: -0.1
`O=C1/C(=C/c2ccco2)N=C(N2CCCCC2)N1c1ccccc1` is listed with D2 antagonist: -13.3; TRHR enhancer: -1.9; USP1 inh: -8.8%; mIDH1 inhibitor: 2.3%; D2 agonist: 0.2; TrxR1 substrate: -12.5%; Pin1 inh: 22.9%; TrxR1 inh: 70.8µM*; TRHR agonist: 0.6

Additional entries follow.
SMILES	D2 antagonist	TRHR enhancer	USP1 inh	mIDH1 inhibitor	D2 agonist	TrxR1 substrate	Pin1 inh	TrxR1 inh	TRHR agonist
Cc1ccc(-c2nc(-c3cccs3)c(-c3cccs3)[nH]2)cc1	x	-6.4	11.6%	3.9%	x	12.2%	-3.3%	12.0%	-1.1
CCCCC1C(=O)CC[C@H]2[C@@H]1CC(=O)[C@@H]2C/C=C\CCCC(=O)O (some centres undefined)	-18.6	-4.9	-5.7%	-4.3%	-1.3	-3.2%	-4.8%	-6.3%	0.3
CCOC(=O)c1c(C)oc2nc(C)nc(N3CCN(c4cccc(C)c4C)CC3)c12	x	9.0	-4.7%	5.2%	-1.3	-4.4%	8.2%	15.1%	-0.2
CCC(=O)NC(=S)Nc1ccc(NC(=O)c2ccccc2[N+](=O)[O-])cc1	-0.2	-2.0	-14.5%	1.6%	-0.3	-11.5%	1.9%	u	0.2
O=C1C(=O)N(Cc2cccnc2)C(c2cccc(Br)c2)/C1=C(/O)c1ccc2c(c1)OCO2 (centres undefined)	-5.3	-7.5	-8.1%	-5.6%	0.3	-7.7%	3.1%	16.4%	0.3
CCOc1ccccc1NC(=O)c1c(NC(=O)c2cccc(C)c2)sc2c1CCC2	x	-5.5	-15.7%	-11.1%	-0.3	7.4%	-3.9%	16.2%	-2.0
O=C(CNC(=O)c1ccc(Cl)cc1)OC1CCOC1=O (centres undefined)	-10.2	-6.8	-7.7%	2.3%	-1.9	3.9%[57.1 µM]	-0.9%	18.5%[57.1 µM]	-0.4
CCOc1ccc(NC(=O)CC2C(=O)N(c3cccc(C)c3)C(=O)N2CCC2=CCCCC2)cc1 (centres undefined)	x	3.9	-26.0%	0.0%	0.2	-6.5%	9.7%	11.4%	0.7
COc1ccccc1CN1CCN(C2CCN(C(=O)Nc3ccccc3)CC2)C(=O)C1=O	x	-0.6	-34.6%	11.2%	0.4	-1.1%[57.1 µM]	0.3%	3.4%[57.1 µM]	0.5
O=C(Cn1nnc(-c2ccccc2-n2cnnn2)n1)NCc1ccccc1	-12.1	2.2	-9.2%	0.5%	0.8	-2.9%	-12.5%	11.0%	-0.3
CCC1CCCCN1C(=O)COC(=O)c1cc(C)nc2ccccc12 (centres undefined)	3.2	1.7	-18.5%	-1.8%	0.1	3.9%	-4.3%	23.9%	-0.3
COc1cc(/C=C/C(=O)c2ccc(C)cc2)ccc1OCC#N	-3.4	-2.5	-20.8%	0.8%	-0.9	-8.4%	7.3%	u	0.3
CCC(CC)C(=O)Nc1nnc(-c2cccs2)s1	1.7	5.8	-6.0%	0.6%	-0.7	18.5%	-11.5%	-2.4%	-0.2
Cc1ccc(Cl)c(NC(=O)CN(C)CC(=O)Nc2ccc(F)c(F)c2F)c1Cl	-6.9	-3.0	-6.9%	0.5%	0.1	-19.1%[57.1 µM]	-0.5%	-2.0%[57.1 µM]	-0.1
COC(=O)c1c(-n2cnnn2)sc(C)c1C	-19.1	3.5	-5.5%	-2.7%	0.8	75.5%[activator][57.1 µM]	-0.3%	9.5%[57.1 µM]	-0.5
